H9c2 protect = cardioprotection against H2O2-induced cell death, primary screen, uHTS, H9c2 cells, ATPLite luminescence | protection from H2O2 cell death, % at 20 µM | H9c2 cardiomyocytes, H2O2 injury protection, 2 h | 360,000 compounds, 0.63% hits;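 active = compounds giving at least 50% protection of heart cells from peroxide-induced death in the single-dose screen, raw or plate-pattern-corrected value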;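 also: 0% = DMSO wells with peroxide and 100% = DMSO wells without peroxide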
m5-HT2A agonist = mouse Htr2a agonists via beta-arrestin recruitment, primary screen, cell-based, luminescence; CHO-K1 mHTR2A beta-arrestin complementation; percent of 30 µM serotonin response; 5-hydroxytryptamine receptor 2A (Mus musculus), P35363; 360,000 compounds, 0.66% hits; activation, % at 7.6 µM;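 active = activation above a run cutoff, the mean activation of all tested compounds plus 3 SD, cut at about 14% in these data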;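 also: 0% = plate median of compound wells and 100% = 30 µM serotonin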
CaV13 FRET inh = Disruptors of the CACNA1D IQ motif to Ca2+-dependent inactivation inhibitor domain association, primary screening, Förster resonance energy transfer in intact living … | 340,000 compounds, 0.098% hits | HEK cells, CFP/YFP FRET ICDI-IQ, plate reader, 10 min; percent FRET-ratio fall versus neutral wells | inhibition, % at 12.3 µM;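 active = mean replicate inhibition of at least 30% and at least 1% of replicates passing that level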;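 also: 0% = median of the neutral control wells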
iPSC survival up = enhancers of single-cell hiPSC survival, primary screen, ATPlite luminescence | 100% = ROCK inhibitor wells, 0% = DMSO | survival enhancement, % at 20 µM | 360,000 compounds, 0.044% hits | AID 602274, 2012; in the data active = survival enhancement above about 18%;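 also: cells exposed to compounds for 16 hours before the ATP read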
HIF-2a block = HIF-2a reporter inhibitors, primary screen, luminescence, 786-0 RCC cells | 786-0 RCC cells HIF-2a reporter, luciferase luminescence, overnight | inhibition, % at 18.8 µM | 360,000 compounds, 0.72% hits | AID 624352, 2012;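 active = inhibition of the luminescence signal of 40% or more relative to plate controls, in a single-dose primary screen at 18.75 µM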
Peg3 promoter = Peg3 promoter-driven luciferase inhibitors, primary screen, cell-based, HeLa, luciferase luminescence. HeLa PEG-Prom luciferase reporter, overnight. 360,000 compounds, 1.7% hits. inhibition, % at 20 µM;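 active = inhibition of at least 50% at 20 µM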
NR2E3 ag-1 = inhibitors of NR2E3-RetCOR corepressor binding, primary screen, NR2E3 agonist project, biochemical, TR-FRET, GST-NR2E3, biotin-RetCOR | 1536-well | inhibition of corepressor binding, % at 4.78 µM | 320,000 compounds, 0.12% hits | AID 2300, 2010;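 active = percent inhibition above the cutoff of mean plus 3 SD of all tested compounds, set per screening campaign, cut at about 20% in these data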;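 also: 0% = DMSO wells and 100% = biotin wells as full block of FRET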
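system = GST-tagged NR2E3 plus biotinylated RetCOR corepressor | input = 1.35 nM GST-NR2E3 | also added = 7 nM biotin-RetCOR | schedule = 5 h incubation at 4 °C | measured by = TR-FRET with europium anti-GST and streptavidin-D2, 340 nm excitation | read-out = percent loss of FRET ratio relative to control wells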
PDI turbidity = inhibitors of human PDI, primary screen, biochemical, turbidity, single point, plate reader; PDI insulin aggregation turbidity, A650, 90 min; 350,000 compounds, 0.052% hits; inhibition, % at 10 µM; Protein disulfide-isomerase (Homo sapiens), P07237; AID 588391, 2011;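 active = mean inhibition across replicates of 30% or more, whatever share of single replicates reach that level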;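 also: absorbance from insulin aggregation driven by PDI reduction with DTT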
Shn3 inh set2 = reduction of Shn3 3'UTR firefly luciferase signal, primary screen, Schnurri-3 inhibitor project, cell-based, Clone20 osteoblasts, set 2; Clone20 osteoblast Shn3 3'UTR firefly luciferase, 24 h; inhibition, % at 12.5 µM; 360,000 compounds, 0.52% hits; AID 588674, 2011;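 active = mean inhibition of at least 75% with every replicate also reaching 75%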;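 also: 0% = median of neutral control wells and 100% = pilot-screen positive control compound; some compounds past the cut are filed as inactive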
NR2E3 ag-2 = NR2E3 agonists in two-hybrid cells, primary screen, cell-based, luminescence, CHO-S, Gal4-NCOR/VP16-NR2E3. 360,000 compounds, 0.35% hits. inhibition of corepressor binding, % at 3.98 µM. luciferase. AID 602229, 2012. Photoreceptor-specific nuclear receptor (Homo sapiens), Q9Y5X4;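 active = inhibition above the mean of all tested compounds plus 3 SD, cut at about 70% in these data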;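 also: 0% = DMSO with NR2E3 transfected cells and 100% = cells lacking NR2E3 construct; higher means lower luciferase signal from less NR2E3 corepressor binding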
TRPM1 prom inh = inhibitors of MITF-dependent TRPM1 promoter reporter, primary screen, cell-based, SK-MEL-5, single point, luciferase; SK-MEL-5 TRPM1 promoter luciferase, 24 h; inhibition, % at 12.5 µM; 330,000 compounds, 0.83% hits; AID 488899, 2010;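 active = mean inhibition across replicates of 60% or more, whatever share of single replicates reaches that level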; also: values of inactives mirror those of a sister screen read the other way
An asterisk follows results filed as active; . = not tested or not shown.

SMILES | H9c2 protect | m5-HT2A agonist | CaV13 FRET inh | iPSC survival up | HIF-2a block | Peg3 promoter | NR2E3 ag-1 | PDI turbidity | Shn3 inh set2 | NR2E3 ag-2 | TRPM1 prom inh
O=C(O)CCC(NS(=O)(=O)c1ccc(-c2ccccc2)cc1)C(=O)O (stereo not given) | -1.5 | 6.8 | -5.3 | -3.2 | 12.5 | -13.9 | -4.2 | -2.3 | 7.1 | -4.0 | -5.9
C/C(=N/NC(=O)CNC(=O)c1ccccn1)c1ccccc1 | 1.5 | -2.3 | -4.4 | 1.7 | -48.3 | -14.0 | 0.8 | 2.3 | -9.0 | -0.2 | -7.9
Cc1ccc(CN(Cc2ccccc2)C(=S)NCC(=O)NCc2cccnc2)o1 | 1.4 | -6.4 | 5.1 | -0.4 | 13.0 | 10.3 | 6.2 | -4.8 | 3.6 | 6.4 | 2.4
COc1ccccc1CNC(=O)C(Cc1ccccc1)NC(=O)c1ccccc1 (stereo not given) | 16.1 | -4.3 | -5.1 | -1.5 | 2.9 | 2.9 | . | -7.3 | 28.6 | -33.7 | 10.3
COc1ccc(NC(=O)CSc2nc(C)cc(C)n2)cc1 | -9.2 | -2.2 | -5.4 | -1.9 | 0.1 | -5.1 | 2.2 | -0.1 | -16.4 | 12.2 | 5.5
O=C(c1ccco1)N1CCN(c2ncnc3scc(-c4ccc(F)cc4)c23)CC1 | 6.7 | 3.5 | -4.3 | 1.6 | 20.2 | 30.6 | -1.8 | 4.0 | -0.2 | 9.0 | 5.8
[N-]=[N+]=CC(=O)C(O)(c1ccccc1)C(Cl)c1ccccc1 (stereo not given) | -3.2 | -2.4 | -20.5 | -0.7 | 15.6 | 10.4 | 2.7 | -3.4 | -43.6 | 7.9 | .
Cc1[nH]c(C)c(S(=O)(=O)NCc2ccc(Cl)cc2)c1C(=O)N1CCCC1 | -2.7 | 5.1 | -5.1 | 0.2 | 4.6 | -3.5 | -0.4 | -1.7 | 17.0 | 2.0 | 6.3
Cc1c(Cl)c(C(=O)NNC(=S)NCc2ccco2)nn1C | -2.3 | 0.9 | -4.6 | -3.1 | -8.6 | 2.6 | -0.5 | 3.7 | -34.5 | 8.1 | -1.3
Cc1csc(SCC(=O)N(c2ccccc2)C(C)C)n1 | 2.2 | 3.7 | -5.2 | -0.4 | -13.1 | 2.9 | . | -9.5 | -8.2 | 13.7 | -5.4
O=C(COc1cccc(Br)c1)Nc1ccc(Cl)c(S(=O)(=O)N2CCOCC2)c1 | -5.4 | 2.2 | -12.7 | -1.5 | 4.1 | -53.4 | . | -0.3 | 25.7 | -6.4 | 0.0
CCN(CC)CCCNC(=O)c1cn(C)c2ccc(S(=O)(=O)N(C)C)cc2c1=O | 10.0 | 1.2 | -7.7 | 3.6 | -4.6 | 2.3 | -1.1 | . | -4.8 | -23.6 | -8.4
Cc1ccc(-c2nnn(CC(=O)N3CCCCC3)n2)cc1 | -1.2 | 1.6 | -5.7 | 0.0 | -39.2 | -32.8 | 0.5 | 1.4 | -12.5 | -6.0 | -7.6
CCCn1cc(CN2CCC(Cc3ccccc3)(C(=O)OCC)CC2)c(C)n1 | -2.6 | -3.8 | -6.2 | -0.2 | 4.2 | 10.1 | 0.6 | -3.9 | 65.1 | -6.8 | 8.9
O=C1NC(=S)SC1=Cc1ccccc1Br | -19.6 | 1.7 | -5.9 | -0.5 | -146.2 | -51.5 | . | 1.9 | -35.4 | 73.6* | -7.1
CCOC(=O)N1CCN(S(=O)(=O)c2ccc(OCC(=O)OC)c(C)c2)CC1 | 1.3 | -1.0 | -7.9 | 1.0 | 2.0 | 7.8 | 5.0 | -0.4 | -13.4 | 3.2 | 1.4
Cc1cccc(C(=O)N[C@H](C(=O)OCc2cc(=O)n3c(n2)sc2ccccc23)C(C)C)c1 | -14.3 | 4.3 | -3.3 | 0.9 | -13.1 | -22.7 | 3.3 | 1.9 | 9.3 | -19.4 | -17.6
O=C(CSc1ccc(Cl)cc1)NC1=NN(c2ccccc2)C(=O)C1 | -3.3 | 1.0 | -7.1 | 0.0 | 3.1 | 6.4 | 3.1 | -28.0 | -2.5 | -61.7 | 5.8
O=C(NCc1cccnc1)c1cccc(S(=O)(=O)N2CCCC2)c1 | 0.9 | -2.7 | -4.0 | -0.2 | 9.9 | -0.7 | 1.8 | -15.8 | 4.1 | -14.9 | -3.6
COc1ccc(Br)cc1CN(C)C(=O)c1ccccc1OCc1c(C)noc1C | 5.8 | -0.6 | -4.3 | 0.2 | -2.7 | 4.6 | 4.0 | -6.4 | 14.1 | 11.5 | 1.2
COCc1cccc(C(=O)NC(c2ccccc2)c2ccccc2)c1 | -0.9 | -7.2 | -2.7 | 0.1 | 5.6 | 8.8 | 0.7 | -1.8 | -0.3 | 4.1 | 3.4
CN(C)CCCN(C(=O)c1ccc2c(c1)OCCO2)c1nc2cc3c(cc2s1)OCO3 | 19.8 | -6.6 | -2.4 | 0.5 | -24.2 | -55.5 | -0.5 | 0.3 | -19.4 | -13.9 | -23.5
Cc1cc(SCC(=O)NCC2CCCO2)nc2ccccc12 (stereo not given) | 4.6 | 1.4 | -13.3 | -0.2 | 17.1 | 2.7 | 8.0 | 8.6 | 13.5 | 7.5 | 6.2
Cc1cccn2c(=O)nc(SCC(=O)N3N=C(c4cccs4)CC3c3ccc(F)cc3)nc12 (stereo not given) | 10.2 | -8.7 | -4.4 | 0.0 | 29.2 | 28.5 | . | 1.0 | 12.5 | 19.5 | 12.8
CC(C)N(C(=O)[C@H]1C[C@H](CC(=O)NCCN2CCOCC2)C(=O)N2CCc3c([nH]c4cc(CCC(=O)N(C)C)ccc34)[C@]12C)C(C)C | -1.9 | -4.5 | -6.5 | -2.2 | -2.1 | -8.9 | . | 9.4 | -19.3 | -13.8 | -7.1
COc1ccc(C(=O)N(C)Cc2cnn(Cc3ccccc3)c2)cc1S(=O)(=O)N1CCOCC1 | -4.2 | -3.6 | -2.1 | -0.4 | 10.0 | 26.7 | 0.9 | 10.2 | 10.0 | -23.9 | 28.0
CN(C(=O)c1ccncc1)c1ccccc1 | 0.6 | -4.7 | -17.4 | 0.0 | 12.3 | -3.2 | 0.8 | 6.0 | -14.9 | -12.7 | 1.9
Cc1cccc(NC(=O)c2ccc3nccnc3c2)n1 | 15.1 | 6.3 | -6.1 | 0.1 | -159.2 | -126.5 | 1.6 | -5.7 | -41.6 | -33.3 | -58.8
CCOC(=O)N1CCN(CC(=O)Nc2ccc(OC)cc2)CC1 | 1.6 | -1.6 | -4.4 | 0.0 | 4.1 | 5.5 | 1.8 | 17.8 | -2.2 | -17.3 | -2.4
COc1ccc(C(=O)c2ccc([N+](=O)[O-])cc2)c(OC)c1OC | -1.1 | -3.4 | -5.5 | -0.9 | -5.5 | 11.0 | . | -0.8 | -6.8 | -15.5 | 4.0
COc1cc(C(=O)Nc2nnc(C(F)(F)F)s2)c([N+](=O)[O-])cc1OC | -3.0 | 3.0 | -4.3 | -0.4 | 5.3 | -0.3 | 3.1 | -9.7 | 12.6 | 2.8 | 5.4
COc1ccc(S(=O)(=O)n2c(C)nc3ccccc32)cc1C | 5.2 | 2.1 | -4.6 | 0.1 | 20.9 | 14.3 | -0.1 | -1.9 | 3.7 | -22.2 | 2.6
O=C(CCc1nc2ccccc2c(=O)[nH]1)Nc1cccc(S(=O)(=O)N2CCOCC2)c1 | 25.5 | 12.0 | -2.7 | -0.6 | 14.3 | -4.1 | 0.5 | 1.5 | 3.6 | -7.0 | 9.0
O=C(/C=C/c1ccccc1Cl)N(Cc1ccccc1)C1CCS(=O)(=O)C1 (stereo not given) | 2.5 | -0.5 | -5.5 | -1.4 | -3.2 | 14.3 | 6.8 | -11.0 | 6.0 | -39.1 | -5.4
Cc1ccc(S(=O)(=O)N2CCCCC2)cc1NC(=O)c1cc(F)c(F)c(F)c1F | 1.3 | 0.4 | -5.2 | 5.3 | 6.8 | 4.9 | . | 1.9 | 11.1 | 15.6 | 5.2
O=C(O)c1ccc(N/N=C/c2c(F)cccc2Cl)cc1 | 13.1 | -0.8 | -4.4 | -0.1 | 21.6 | 34.9 | -1.8 | 12.0 | 14.7 | -78.6 | 56.5
O=C(Nc1csc(Cl)c1)c1ccccc1 | -5.7 | -9.5 | -19.6 | -0.7 | -256.8 | -220.4 | -1.4 | -3.2 | -44.9 | -46.2 | -57.2
Cn1nnnc1SCC(=O)Nc1ccc2c(c1)OCCO2 | -4.3 | 1.8 | 9.2 | -0.7 | -59.3 | -60.8 | -2.0 | 2.9 | -22.3 | -78.6 | -15.0
Cc1ccc(C)c(NC(=O)CN(C)C(=O)COc2ncnc3sccc23)c1 | 3.9 | -3.2 | -1.9 | 1.9 | 15.4 | -11.0 | -0.6 | 0.6 | 9.3 | -12.2 | 8.1
O=C(N/N=C/c1cc([N+](=O)[O-])ccc1O)c1ccc2c(c1)OCCO2 | 4.2 | -5.3 | -2.9 | 0.0 | -62.6 | 15.7 | 1.0 | 12.2 | 19.9 | -22.7 | 5.3
CCn1nc([N+](=O)[O-])c(C(C#N)c2nc3ccccc3n2C)c(Cl)c1=O (stereo not given) | -6.6 | 1.7 | -14.9 | 4.0 | 27.2 | 25.7 | 0.5 | -3.1 | 18.0 | -18.3 | -25.4
CCOc1ccc(N2CC(C(=O)NCCc3ccc(F)cc3)CC2=O)cc1 (stereo not given) | -0.8 | -3.5 | -6.8 | 2.0 | 12.8 | 11.2 | 3.7 | 9.4 | 11.1 | -49.1 | 12.6

Screening data (PubChem)

Not a hit list (roughly 3.9% active in at least one column).
